iPSC survival up: enhancers of human iPSC single-cell survival | hiPSC single-cell survival, ATPlite luminescence; 100% = ROCK inhibitor wells, 0% = DMSO | survival enhancement, % at 20 µM | actives 0.044% (n = 360,000) | AID 602274; in the data active = survival enhancement above about 18%;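 also: cells exposed to compounds for 16 hours before the ATP read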
aDG glyco up: alpha-DG glycosylation activation. activation, % at 10 µM. Pro5-aDG cells, alpha-DG glycosylation AlphaScreen (IIH6); 0% Pro5, 100% B10-LARGE cell signal. actives 0.22% (n = 360,000);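 active = activation of at least 8% versus controls, or a plate z-score of at least 8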;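 also: Pro5 are CHO cells carrying HIG-tagged alpha-DG that lacks glycosylation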
Vif imaging: blocks HIV Vif function; HEK293T cells, Vif self-association by quenched fluorescence, imaging, 24 h; actives 0.35% (n = 340,000); AID 602346; inhibition, % at 7.49 µM; in the data active = inhibition above about 50%, passing the limit was not always enough; inconclusive = no clear call, values can overlap the other calls; inactive = below about 31%; also: some results filed as inactive read as strong as hits
PDI turbidity: blocks human protein disulfide isomerase activity. actives 0.052% (n = 350,000). inhibition, % at 10 µM. P07237. PDI insulin aggregation turbidity, A650, 90 min;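 active = mean inhibition across replicates of 30% or more, whatever share of single replicates reach that level; inconclusive = mean inhibition below 30% while every single replicate reaches 30%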;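 also: absorbance from insulin aggregation driven by PDI reduction with DTT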
Target sequence (P07237 whole entry, looked up): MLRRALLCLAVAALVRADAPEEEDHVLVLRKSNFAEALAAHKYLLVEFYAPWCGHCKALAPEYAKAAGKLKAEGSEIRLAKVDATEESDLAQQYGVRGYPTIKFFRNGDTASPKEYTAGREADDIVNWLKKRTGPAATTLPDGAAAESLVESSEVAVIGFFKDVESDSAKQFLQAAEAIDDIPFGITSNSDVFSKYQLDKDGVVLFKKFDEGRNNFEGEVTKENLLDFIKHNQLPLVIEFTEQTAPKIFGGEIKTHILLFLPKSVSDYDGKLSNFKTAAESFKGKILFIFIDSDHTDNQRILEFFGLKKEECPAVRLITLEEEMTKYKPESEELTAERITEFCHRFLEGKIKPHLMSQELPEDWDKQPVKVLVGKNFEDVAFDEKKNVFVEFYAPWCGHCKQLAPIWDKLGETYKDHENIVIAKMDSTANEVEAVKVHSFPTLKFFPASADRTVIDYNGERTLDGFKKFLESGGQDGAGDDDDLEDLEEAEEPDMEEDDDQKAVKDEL
H9c2 protect: myocardial damage modulation in H9c2 cells; AID 588492; actives 0.63% (n = 360,000); protection from H2O2 cell death, % at 20 µM; H9c2 cardiomyocytes, H2O2 injury protection, ATPLite, 2 h;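 active = compounds giving at least 50% protection of heart cells from peroxide-induced death in the single-dose screen, raw or plate-pattern-corrected value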;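 also: 0% = DMSO wells with peroxide and 100% = DMSO wells without peroxide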
CaV13 FRET inh: Disruptors of the CACNA1D IQ motif to Ca2+-dependent inactivation inhibitor domain association, primary screening, Förster resonance energy transfer in intact living …; HEK cells, CFP/YFP FRET ICDI-IQ, plate reader, 10 min; percent FRET-ratio fall versus neutral wells; inhibition, % at 12.3 µM; actives 0.098% (n = 340,000); AID 743397;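 active = mean replicate inhibition of at least 30% and at least 1% of replicates passing that level; inconclusive = only one of the two criteria is met; inactive = neither criterion is met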;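 also: 0% = median of the neutral control wells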
Glyco luc inh: blocks N-linked glycosylation in D54 reporter cells; D54 ERlucT glycosylation luciferase reporter, 24 h; percent of 100 nM tunicamycin response; reporter increase, % at 12.5 µM; actives 0.23% (n = 360,000);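 active = mean luciferase reporter signal, scaled so untreated is 0 and the glycosylation-blocking control 100, at or above a set limit in every replicate; inconclusive = mean reaches the limit but not every replicate does; inactive = mean below the limit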;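 also: luciferase carries N-glycosylation sites so blocking glycosylation raises the light; 0% = median of neutral control wells and 100% = median of 100 nM tunicamycin wells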
m5-HT2A agonist: agonists of mouse serotonin 5-HT2A receptor (HTR2A); actives 0.66% (n = 360,000); activation, % at 7.6 µM; P35363; AID 624169; CHO-K1 mHTR2A beta-arrestin complementation, luminescence; percent of 30 µM serotonin response;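 active = activation above a run cutoff, the mean activation of all tested compounds plus 3 SD, cut at about 14% in these data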;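 also: 0% = plate median of compound wells and 100% = 30 µM serotonin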
Target sequence (P35363 whole entry, looked up): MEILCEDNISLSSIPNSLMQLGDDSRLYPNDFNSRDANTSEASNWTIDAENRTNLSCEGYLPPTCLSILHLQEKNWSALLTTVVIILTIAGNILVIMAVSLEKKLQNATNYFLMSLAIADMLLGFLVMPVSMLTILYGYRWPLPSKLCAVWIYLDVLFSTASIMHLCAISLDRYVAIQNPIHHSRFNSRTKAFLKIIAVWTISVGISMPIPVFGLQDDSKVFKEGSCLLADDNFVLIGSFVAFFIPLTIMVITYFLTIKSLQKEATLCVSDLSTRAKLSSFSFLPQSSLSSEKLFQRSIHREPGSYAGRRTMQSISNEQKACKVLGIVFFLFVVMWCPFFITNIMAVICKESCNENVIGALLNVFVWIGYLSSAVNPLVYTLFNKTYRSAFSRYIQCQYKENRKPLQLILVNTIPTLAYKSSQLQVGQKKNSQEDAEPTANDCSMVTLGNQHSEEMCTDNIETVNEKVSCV
Granule exo inh: blocks lytic granule exocytosis | TALL-104 LAMP-1 surface exposure, flow cytometry; cells stimulated with thapsigargin and PMA | inhibition, % at 10 µM | actives 0.66% (n = 360,000) | AID 651702;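 active = inhibition above about 55%, limit read from the data; inconclusive = no clear call, values can overlap the other calls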
ABCB6 inh 2: inhibitors of human ABC transporter ABCB6 | fluorescence ratio to DMSO, % at 10 µM | actives 0.19% (n = 360,000) | Q9NP58 | K562-ABCB6 porphyrin accumulation, flow cytometry, 1 h; stronger effect = lower value;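 active = fluorescence ratio to DMSO below 75%, the collection mean minus 3 SD; inconclusive = too few cells collected in the well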;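 also: signal is porphyrin accumulated inside mitochondria; 100% equals median channel fluorescence of DMSO control wells; lower ratio means ABCB6 inhibition with less porphyrin fluorescence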
The depositor's hits bear a star; ? = inconclusive; / = not tested or not shown.

Sequence of screens – iPSC survival up	aDG glyco up	Vif imaging	PDI turbidity	H9c2 protect	CaV13 FRET inh	Glyco luc inh	m5-HT2A agonist	Granule exo inh	ABCB6 inh 2
> CCN(CC)c1c([N+](=O)[O-])c(=O)n(CC)c2ccccc12
    0.7	0.0	-3.9	0.9	-5.0	-4.2	1.5	-9.7	19.1	99.0
> Cc1cc(C)nc(/N=C(\N)N2CCCCCC2)n1
    1.3	0.0	-17.8	8.5	4.4	-5.3	2.7	4.3	-10.5	107.0
> Cn1cc(C(=O)NS(=O)(=O)Nc2ccc(Br)cn2)c2ccccc21
    -0.3	0.1	1.2	8.5	2.8	-2.0	2.2	-5.6	-4.8	100.0
> CCCc1ncc(CN2CCCCC2C(=O)Nc2ccc(Oc3ccccc3)nc2)cn1 (stereo unspecified)
    -0.5	0.0	-10.0	-2.5	-4.0	-1.8	-0.7	-7.3	-3.9	99.0
> CC(C)c1ccc(OCC(=O)NNC(=O)c2cnccn2)cc1
    -0.6	0.4	14.8	-2.5	17.0	-4.0	3.3	0.0	-1.4	100.0
> CCCCc1ccc(-c2nn[nH]n2)nc1
    0.8	-0.1	-7.5	0.8	1.6	-6.8	0.4	4.2	-2.2	100.0
> CCOc1cc(/C=C2/C(=N)N3N=C(CC)SC3=NC2=O)ccc1OC(=O)c1ccco1
    -0.6	-0.2	-5.4	-6.8	4.2	-3.7	1.5	-3.3	-10.3	101.0
> COc1ccccc1NC(=O)c1ccc(NC(=O)COC(=O)C2CCCO2)cc1 (stereo unspecified)
    -0.6	0.0	0.0	4.3	4.4	/	-0.7	-5.5	-0.3	95.0
> CCOc1ccc(S(=O)(=O)NCCC(=O)NCC2COc3ccccc3O2)cc1 (stereo unspecified)
    -0.1	-0.3	20.2	-1.7	-2.2	-14.0	2.4	-1.5	1.3	97.0
> CCOc1ccc(NC(=O)c2c(OC)cccc2OC)cc1
    -0.7	0.1	-1.9	5.9	-4.0	-10.0	0.5	-4.4	-10.1	101.0
> CSc1ccc(NC(=O)NCCCN2CCC(Cc3ccccc3)CC2)cc1
    -0.4	2.4	1.5	0.4	-1.8	-18.1	-1.1	-14.2	38.2	97.0
> CCc1ccc2c(c1)C1(SC(NC(C)=O)=NN1C(C)=O)C(=O)N2CC (stereo unspecified)
    -0.6	0.2	-1.7	8.6	4.6	-1.3	2.7	2.1	0.6	94.0
> COCCNC(=O)C1(C)CCCN(C(=O)c2ccc(-c3ccccc3)cc2)C1 (stereo unspecified)
    -0.1	-0.3	-3.3	16.6	-1.0	-4.9	1.3	1.3	-0.7	96.0
> CN(C)S(=O)(=O)c1cc(NC(=O)COC(=O)Cc2ccc(Br)cc2)ccc1Cl
    -3.0	-0.4	3.6	-2.2	-5.4	-8.1	0.6	-0.9	-1.0	94.0
> CCOc1ccc(NC(=O)c2ccco2)c([N+](=O)[O-])c1
    -1.2	0.5	-4.0	-8.5	-10.5	-2.8	-0.3	-1.5	0.4	99.0
> CCOc1cc(CNn2cnnc2SCC(=O)NC(C)(C)C)ccc1OCC(=O)NC(C)(C)C
    0.4	-0.2	25.0	0.8	-4.7	-5.0	-1.0	1.7	-0.9	98.0
> CN(C)S(=O)(=O)N1CCN(CC(=O)Nc2ccc(Br)cc2)CC1
    0.6	0.2	8.9	4.0	4.5	-1.7	0.2	0.8	3.7	94.0
> CCc1ccc(NC(=O)c2cccnc2)cc1
    4.4	-0.1	3.7	5.4	11.1	-5.5	0.0	-2.9	2.1	101.0
> Cc1ccc(CCNC(=O)CCn2ccc3cc(S(=O)(=O)N4CCCC4)ccc32)cc1
    -0.2	-0.6	-0.8	1.0	-10.3	-13.7	-2.9	0.2	-1.6	103.0
> COc1ccc(NC(=O)c2cc(C)cc(C)c2)cc1[N+](=O)[O-]
    0.9	-0.1	-6.5	-2.7	23.2	8.5	2.2	3.8	2.4	98.0
> Cc1ccc(CS(=O)Cc2ccc(C(=O)N3CCN(C4CCCCC4)CC3)o2)cc1 (stereo unspecified)
    0.0	-0.3	-5.6	1.5	0.2	-3.5	-0.9	-7.1	-0.5	102.0
> CCc1ccc([C@@H]2C[C@H]3[C@@H](CN2S(=O)(=O)c2ccc(C)cc2)C(=O)C[C@@H](c2ccc(C)cc2)N3S(=O)(=O)c2ccc(C)cc2)cc1
    1.1	-0.1	-2.2	-1.3	-4.7	-6.3	-8.4	-2.6	6.5	96.0
> O=C(CCN1c2ccccc2Sc2ccccc21)Nc1ccccc1
    -0.7	0.0	-4.8	-8.3	0.0	1.9	-2.7	-5.8	2.3	94.0
> O=C1CCCC2=C1C(c1ccc(O)c(O)c1)Nc1ccc3ncccc3c12 (stereo unspecified)
    2.3	0.2	-8.1	-4.3	-0.5	-1.2	0.0	1.0	9.0	109.0
> O=C(c1ccco1)N1CCN(C(=O)c2cnn3c(C(F)(F)F)cc(-c4cccs4)nc23)CC1
    2.3	0.0	/	-5.3	29.6	/	0.4	3.3	6.8	97.0
> CCc1ccc(N(CC(=O)NCc2ccc(OC)cc2)C(=O)CCC(=O)Nc2ccccn2)cc1
    0.1	0.1	-0.5	8.9	4.2	-7.2	2.3	-1.5	17.9	99.0
> COc1ccc2cc(N3CCCC3=O)ccc2c1
    -3.4	0.1	10.2	-31.6	-5.3	-5.4	0.1	10.4	-4.2	93.0
> COc1cccc(COC(=O)C2CCN(S(=O)(=O)c3ccc(C)cc3C)CC2)c1OC
    1.2	0.1	-11.3	1.2	-8.3	-5.8	0.9	1.1	0.5	91.0
> COc1ccc(NC(=S)NCc2ccco2)c(OC)c1
    -1.3	0.1	-6.7	-2.2	-0.8	/	-2.5	4.0	-0.9	89.0
> CCOc1ccccc1-c1ccc2nccn2c1
    -0.4	0.8	-8.5	0.3	-5.5	-5.0	1.6	-5.4	-13.4	105.0
> CCCSc1nc(O)c(C2OC(=O)c3c2ccc(OC)c3OC)c(=O)n1-c1ccccc1 (stereo unspecified)
    0.6	0.1	5.2	1.8	11.6	/	4.4	-3.2	2.4	102.0
> O=C(CCc1ccccc1)Nc1cccc(S(=O)(=O)N2CCOCC2)c1
    -2.2	-0.3	14.7	2.1	-0.6	-2.9	0.1	0.7	0.2	103.0
> CCCC/C(O)=C1\C(=O)CC(C)(C)CC1=Nc1ccccc1OC
    -2.3	0.4	3.6	-10.4	5.2	-7.6	2.5	-5.5	-1.3	102.0
> COc1ccc(C(=O)n2nc(-c3ccco3)nc2SC)cc1OC
    -1.5	-0.4	25.3	-7.0	18.1	-4.2	-1.9	-0.1	-2.8	96.0
> CCOC(=O)N/N=C/C=C/c1ccccc1
    0.8	-0.4	-3.2	6.3	0.2	-14.2	-0.3	-0.2	5.1	97.0
> O=C(CSc1nc2ccc(Cl)cc2[nH]1)c1cccs1
    0.8	-0.1	-4.4	3.6	2.8	-2.0	0.3	2.5	2.8	96.0
> O=C(NCCN1CCN(c2ccccc2)CC1)C1CCN(S(=O)(=O)c2cccc3nonc23)CC1
    -2.7	0.2	-12.5	-12.5	-9.9	-2.5	0.8	-4.3	-3.8	92.0
> COc1cc(/C=C(\NC(C)=O)C(=O)NC(C)(C)C)ccc1OC(C)=O
    0.3	-0.1	2.1	6.6	-0.6	-4.7	-0.8	2.3	0.0	96.0
> Cc1ccc(C)c(C(O)c2ncc(-c3cccc(F)c3)[nH]2)c1 (stereo unspecified)
    -3.7	0.0	-7.5	-0.9	-2.1	-4.6	?	3.8	4.3	100.0
> COc1ccc2c(c1OC)C(=O)N1N=C(c3ccc(F)cc3)CC21 (stereo unspecified)
    /	/	1.8	2.9	/	3.1	4.5	-0.5	6.6	103.0
> CC(=O)Nc1ccc(NS(=O)(=O)c2ccc(-c3csc(C)n3)s2)cc1
    -0.2	0.0	1.1	11.4	-6.6	-21.3	-0.3	-1.2	3.0	95.0
> O=C(Nc1ccc(F)cc1)c1ccc2ncsc2c1
    -0.3	0.2	1.5	-0.1	-0.9	-4.2	1.6	-10.8	-10.5	98.0
> COc1ccc(C(CC(=O)O)NS(=O)(=O)c2ccc3c(c2)N(C(C)=O)CC(C)O3)cc1 (stereo unspecified)
    -0.4	-0.2	-3.0	9.2	5.3	-2.3	1.2	10.8	1.1	99.0
> CCOC(=O)c1c(-c2ccc(C)cc2)csc1NC(=O)CCN1CC(C)OC(C)C1 (stereo unspecified)
    2.5	0.4	-2.3	-18.3	-8.4	-14.5	-8.7	-2.2	3.9	98.0
> O=[N+]([O-])c1ccc(N2CCN(c3ccc(F)cc3)CC2)nc1
    1.1	0.2	-6.6	-3.8	4.5	-19.7	-1.8	-0.8	-0.6	95.0
> CC1=C(C(=O)NC(C)c2ccccc2)C2(CCC(C)CC2)OC1=O (stereo unspecified)
    -0.2	0.2	1.6	0.5	-0.1	7.0	-0.5	0.3	-0.3	100.0
> Cc1cc(S(=O)(=O)NCc2cccs2)ccc1-n1cnnn1
    -1.8	-0.1	-3.6	1.4	9.4	-15.1	-1.6	9.1	1.8	100.0
> COCCN(C(=O)CSc1nnc(-c2ccccc2F)o1)c1c(N)n(Cc2ccccc2)c(=O)[nH]c1=O
    4.5	-0.2	/	-3.7	4.3	-5.9	0.4	0.2	-0.3	104.0
> COCCCC1CCN(C(=O)C2CCC(=O)N(CCCc3ccccc3)C2)CC1 (stereo unspecified)
    3.2	0.2	0.6	-0.5	0.6	-5.0	0.2	5.5	1.1	99.0
> CCOc1ccc(NC(=S)NCCCN2CCN(c3ccc(OC)cc3)CC2)cc1
    0.5	0.5	-1.4	-0.3	-2.9	-15.2	-0.6	-6.8	1.5	96.0
> COC(=O)C1=C(C(=O)OC)[C@@H]2N(Cc3ccccc3)c3ccccc3[C@@]23C[C@@H](C(=O)OC)N(C(=O)c2ccc(Br)cc2)C3=N1
    -0.8	1.5	-7.8	-41.2	2.3	/	12.3	-6.7	-4.0	94.0
> C/C(=N/NS(C)(=O)=O)c1ccc2ccccc2c1
    0.1	-0.1	2.4	5.2	-4.4	-5.0	1.8	-1.0	-0.8	99.0
> C/C(=N\NC(=S)NC1CCCCC1)c1c(F)cccc1F
    -0.6	0.7	-3.5	3.0	-22.9	-5.6	-5.3	-4.3	-1.0	85.0
> O=C(Nc1cc(-c2ccccc2)[nH]n1)c1ccccc1
    -1.1	0.2	-14.2	1.7	-5.2	-14.6	-10.5	0.3	10.1	99.0
> CN(CCOc1ccccc1)C(=O)C1CCN(C(=O)c2ccc(F)cc2)CC1
    0.1	0.1	8.5	-2.9	-1.4	-5.2	1.3	-0.4	-2.8	98.0
> O=C(CSc1nc2ccccc2n1CC(=O)N1CCCC1)Nc1nccs1
    6.9	0.1	5.2	4.3	14.7	-7.2	3.8	-0.8	-0.6	98.0
> CCCOc1cccc(C2C(C(=O)c3ccco3)=C(O)C(=O)N2CCCn2ccnc2)c1 (stereo unspecified)
    -0.4	0.3	5.5	-5.3	4.6	-2.0	-1.1	-0.7	15.7	99.0
> COCCNC(=O)CN(C(=O)CCC(=O)Nc1ccccn1)c1ccc(C)cc1C
    -0.4	-0.1	10.3	-7.7	9.5	-3.9	0.9	2.4	-0.4	96.0

Assay outcomes: PubChem, several laboratories
